PDI inh = inhibitors of human PDI, primary screen, biochemical, turbidity, single point, plate reader. Protein disulfide-isomerase (Homo sapiens), P07237. PDI insulin aggregation turbidity, A650, 90 min. inhibition, % at 10 µM. actives 0.052% (n = 350,000). AID 588391, 2011;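 active means mean inhibition across replicates of 30% or more, whatever share of single replicates reach that level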;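 further: absorbance from insulin aggregation driven by PDI reduction with DTT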
Target sequence (P07237 whole entry, looked up): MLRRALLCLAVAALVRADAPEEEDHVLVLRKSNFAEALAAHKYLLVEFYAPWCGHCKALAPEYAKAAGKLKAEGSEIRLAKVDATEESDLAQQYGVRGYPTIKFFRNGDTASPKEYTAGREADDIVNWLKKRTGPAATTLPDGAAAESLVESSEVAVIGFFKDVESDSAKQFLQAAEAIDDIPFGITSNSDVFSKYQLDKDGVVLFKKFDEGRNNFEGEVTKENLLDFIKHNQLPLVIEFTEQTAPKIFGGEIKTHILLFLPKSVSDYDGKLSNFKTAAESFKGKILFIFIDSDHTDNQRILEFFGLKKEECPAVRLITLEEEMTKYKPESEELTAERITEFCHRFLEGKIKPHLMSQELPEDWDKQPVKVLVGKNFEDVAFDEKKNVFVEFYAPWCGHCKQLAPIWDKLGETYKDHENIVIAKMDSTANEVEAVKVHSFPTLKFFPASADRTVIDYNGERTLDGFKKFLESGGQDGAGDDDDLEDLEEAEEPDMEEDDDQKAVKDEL
NR2E3 ag-1 = NR2E3 agonists in two-hybrid cells, primary screen, cell-based, luminescence, CHO-S, Gal4-NCOR/VP16-NR2E3; AID 602229, 2012; luciferase; Photoreceptor-specific nuclear receptor (Homo sapiens), Q9Y5X4; actives 0.35% (n = 360,000); inhibition of corepressor binding, % at 3.98 µM;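 active means inhibition above the mean of all tested compounds plus 3 SD, cut at about 70% in these data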;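 further: 0% = DMSO with NR2E3 transfected cells and 100% = cells lacking NR2E3 construct; higher means lower luciferase signal from less NR2E3 corepressor binding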
Target sequence (Q9Y5X4 whole entry, looked up, the tested form may be a part): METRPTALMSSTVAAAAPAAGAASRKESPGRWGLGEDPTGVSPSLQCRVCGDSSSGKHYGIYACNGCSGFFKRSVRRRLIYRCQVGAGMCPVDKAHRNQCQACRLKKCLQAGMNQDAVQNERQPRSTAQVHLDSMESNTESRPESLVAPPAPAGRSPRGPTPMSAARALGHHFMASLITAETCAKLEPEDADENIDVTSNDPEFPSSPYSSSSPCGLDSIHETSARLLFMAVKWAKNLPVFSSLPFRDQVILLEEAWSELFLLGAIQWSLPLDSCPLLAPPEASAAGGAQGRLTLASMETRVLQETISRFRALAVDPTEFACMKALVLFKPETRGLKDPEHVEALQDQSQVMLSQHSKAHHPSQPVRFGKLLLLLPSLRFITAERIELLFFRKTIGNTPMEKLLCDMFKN
Peg3 prom inh = Peg3 promoter-driven luciferase inhibitors, primary screen, cell-based, HeLa, luciferase luminescence; HeLa PEG-Prom luciferase reporter, overnight; inhibition, % at 20 µM; actives 1.7% (n = 360,000); AID 588405, 2011;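 active means inhibition of at least 50% at 20 µM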
CaV13 ICDI inh = Disruptors of the CACNA1D IQ motif to Ca2+-dependent inactivation inhibitor domain association, primary screening, Förster resonance energy transfer in intact living … | HEK cells, CFP/YFP FRET ICDI-IQ, plate reader, 10 min; percent FRET-ratio fall versus neutral wells | AID 743397 | inhibition, % at 12.3 µM | actives 0.098% (n = 340,000);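 active means mean replicate inhibition of at least 30% and at least 1% of replicates passing that level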;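 further: 0% = median of the neutral control wells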
iPSC survival up = enhancers of single-cell hiPSC survival, primary screen, ATPlite luminescence; AID 602274, 2012; 100% = ROCK inhibitor wells, 0% = DMSO; actives 0.044% (n = 360,000); survival enhancement, % at 20 µM; in the data active means survival enhancement above about 18%;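 further: cells exposed to compounds for 16 hours before the ATP read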
Vif imaging = HIV Vif self-association inhibitors, primary screen, imaging, HEK293T, single point. HEK293T cells, Vif self-association by quenched fluorescence, 24 h. AID 602346, 2012. inhibition, % at 7.49 µM. actives 0.35% (n = 340,000); in the data active means inhibition above about 50%, passing the limit was not always enough; further: some results filed as inactive read as strong as hits
aDG glyco up = activators of alpha-DG glycosylation, primary screen, uHTS, Pro5-aDG cells, AlphaScreen | alpha-DG glycosylation AlphaScreen (IIH6); 0% Pro5, 100% B10-LARGE cell signal | actives 0.22% (n = 360,000) | activation, % at 10 µM;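 active means activation of at least 8% versus controls, or a plate z-score of at least 8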;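 further: Pro5 are CHO cells carrying HIG-tagged alpha-DG that lacks glycosylation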
HIF-2a block = HIF-2a reporter inhibitors, primary screen, luminescence, 786-0 RCC cells; inhibition, % at 18.8 µM; AID 624352, 2012; actives 0.72% (n = 360,000); 786-0 RCC cells HIF-2a reporter, luciferase luminescence, overnight;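 active means inhibition of the luminescence signal of 40% or more relative to plate controls, in a single-dose primary screen at 18.75 µM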
TRPM1 prom inh = inhibitors of MITF-dependent TRPM1 promoter reporter, primary screen, cell-based, SK-MEL-5, single point, luciferase; SK-MEL-5 TRPM1 promoter luciferase, 24 h; inhibition, % at 12.5 µM; actives 0.83% (n = 330,000);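 active means mean inhibition across replicates of 60% or more, whatever share of single replicates reaches that level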; further: values of inactives mirror those of a sister screen read the other way
NR2E3 ag-2 = inhibitors of NR2E3-RetCOR corepressor binding, primary screen, NR2E3 agonist project, biochemical, TR-FRET, GST-NR2E3, biotin-RetCOR; actives 0.12% (n = 320,000); AID 2300, 2010; inhibition of corepressor binding, % at 4.78 µM; Photoreceptor-specific nuclear receptor (Homo sapiens), Q9Y5X4; 1536-well;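 active means percent inhibition above the cutoff of mean plus 3 SD of all tested compounds, set per screening campaign, cut at about 20% in these data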;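 further: 0% = DMSO wells and 100% = biotin wells as full block of FRET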
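Material: NR2E3–RetCOR corepressor complex / Amount: 1.35 nM GST-NR2E3 / Medium: Tris pH 7.5 / Compound: single nominal compound dose of 4.8 µM / Incubation: 5 h at 4 °C / Technique: TR-FRET, Eu(K)-anti-GST donor, streptavidin-D2 acceptor, ex 340, em 617/671 nm / Read-out basis: percent loss of FRET ratio relative to control wells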
Exocytosis inh = LAMP-1 surface exposure blockers, TALL-104 cells – cell-based, flow cytometry, MLPCN library, primary screen; TALL-104 LAMP-1 surface exposure; cells stimulated with thapsigargin and PMA; inhibition, % at 10 µM; actives 0.66% (n = 360,000); AID 651702, 2012;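 active means inhibition above about 55%, limit read from the data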
An asterisk follows results filed as active; . = not tested or not shown. The order is random. About 3.5% of those tested had a hit in this group.

Second line of a record – iPSC survival up	CaV13 ICDI inh	Peg3 prom inh	Vif imaging	NR2E3 ag-1	Exocytosis inh	NR2E3 ag-2	PDI inh	aDG glyco up	TRPM1 prom inh	HIF-2a block
- CCc1cc(=O)n2[nH]c(-c3ccccc3)c(-c3ccccc3)c2n1
    -0.3	-3.3	44.4	1.6	14.5	5.9	-0.1	4.1	0.2	7.8	33.2
- COc1ccc(C(C)NC(=S)NC2CCCC2)cc1OC (stereo unspecified)
    2.5	-6.1	7.0	-3.3	-10.7	6.5	1.3	-5.1	0.2	3.5	22.2
- O=S(=O)(Nc1ccc(N2CCOCC2)cc1)c1cccs1
    -1.4	.	2.8	21.4	-12.9	-3.0	0.0	-2.7	-0.3	-5.1	-38.5
- COc1ccc(Oc2c(O)c3ccccc3n(C)c2=O)cc1
    -0.5	6.5	-4.0	6.4	-12.7	1.3	1.0	-0.3	0.8	15.1	5.2
- CC1(C)OC(=CC=Nc2ccc(Cl)cc2)OC1(C)C
    -0.4	-5.1	11.3	4.3	9.1	-6.0	1.6	3.7	-0.2	-1.8	-7.2
- CCN(CC(=O)Nc1c(F)cccc1F)C(=O)c1ccc(N2CCOCC2)c([N+](=O)[O-])c1
    -0.2	-5.8	-0.9	-6.4	4.7	5.7	0.5	17.3	-0.1	1.0	0.7
- O=C(Nc1cc(Cl)ccc1Cl)C1CC(=O)N(c2ccc(Br)cc2)C1 (stereo unspecified)
    4.2	-4.9	14.3	12.5	6.5	3.1	1.9	0.6	-0.1	-20.2	16.8
- CCN1N=C(c2ccccc2)Cn2c1nc1ccccc12
    0.8	.	-17.7	-11.1	1.0	1.3	-2.7	8.0	0.3	0.7	-57.4
- O=C(COc1ccc(Cl)cc1Br)NC(=O)NCc1ccccc1
    -2.9	-2.5	-53.3	-11.0	-7.0	0.6	4.4	-7.8	0.0	-23.9	-64.6
- N#CC(c1ccc(Cl)cc1)c1ncc(C(F)(F)F)cc1Cl (stereo unspecified)
    0.4	-4.4	13.3	-19.1	11.7	-7.8	1.6	-0.7	0.2	-0.5	17.2

Part of the list above, set out differently.
CC1(C)OC(=CC=Nc2ccc(Cl)cc2)OC1(C)C
  iPSC survival up: -0.4
  CaV13 ICDI inh: -5.1
  Peg3 prom inh: 11.3
  Vif imaging: 4.3
  NR2E3 ag-1: 9.1
  Exocytosis inh: -6.0
  NR2E3 ag-2: 1.6
  PDI inh: 3.7
  aDG glyco up: -0.2
  TRPM1 prom inh: -1.8
  HIF-2a block: -7.2
CCN1N=C(c2ccccc2)Cn2c1nc1ccccc12
  iPSC survival up: 0.8
  CaV13 ICDI inh: .
  Peg3 prom inh: -17.7
  Vif imaging: -11.1
  NR2E3 ag-1: 1.0
  Exocytosis inh: 1.3
  NR2E3 ag-2: -2.7
  PDI inh: 8.0
  aDG glyco up: 0.3
  TRPM1 prom inh: 0.7
  HIF-2a block: -57.4

(continued)
Second line of a record – iPSC survival up	CaV13 ICDI inh	Peg3 prom inh	Vif imaging	NR2E3 ag-1	Exocytosis inh	NR2E3 ag-2	PDI inh	aDG glyco up	TRPM1 prom inh	HIF-2a block
- CCO[C@H]1OC(C(=O)O)=C[C@@H](c2csc3ccccc23)[C@@H]1CCCO
    2.1	-10.1	-1.6	-4.0	4.3	2.5	0.3	7.6	0.0	-0.2	5.2
- C=CCC1(/C=N/O)CCOC(C)(C)C1 (stereo unspecified)
    0.2	0.9	10.6	7.0	1.9	-5.6	3.8	-1.4	0.0	-0.5	12.9
- COc1ccc(-c2csc(NC(=O)CN3C(=O)CCC3=O)n2)cc1
    0.5	-1.9	0.5	0.6	9.8	-21.6	-1.9	-0.2	-0.2	2.5	6.3
- COc1cc(C(C(=O)NC2CCCC2)N(C(=O)c2snc(C(N)=O)c2N)c2ccccc2)cc(OC)c1OC (stereo unspecified)
    -0.3	-3.9	18.3	17.2	-21.1	10.1	3.0	5.6	0.0	10.7	18.0
- O=C(COc1ccc(/C=C2/NC(=O)NC2=O)cc1)Nc1ccc(F)cc1
    0.6	.	20.4	10.0	9.9	-1.5	1.5	4.4	0.2	-2.9	3.1
- Cn1cc(CNC(=O)CC2C(=O)NCCN2CC(C)(C)C)cn1 (stereo unspecified)
    -1.3	-4.9	5.2	1.1	16.5	-3.3	4.3	-2.9	0.3	3.2	15.9
- C=CCc1c(C)nc(SCc2ccccc2)[nH]c1=O
    0.6	-20.6	3.1	7.7	-57.9	1.4	-0.9	1.4	-0.1	2.6	-92.5
- NC(=O)c1ccsc1NC(=O)COC(=O)c1ccc(Cl)cc1
    -1.6	-5.0	-79.7	12.0	8.8	1.2	6.2	-5.2	0.0	-22.1	-3.8
- CS(=O)(=O)N(CC(=O)Nc1ccc2c(c1)OCCO2)c1ccc2c(c1)OCO2
    -1.5	-0.2	-6.7	11.2	-13.9	-0.8	2.2	3.1	-0.3	-7.3	-9.4
- O=C(CCCCCCCCC(=O)N1CCCCC1)N1CCCCC1
    -1.6	-3.9	15.8	8.1	24.9	0.1	.	-4.2	0.4	4.5	8.5
- COc1cc(C(C(=O)NC2CCCC2)N(C(=O)Cc2cccs2)C2CC2)cc(OC)c1OC (stereo unspecified)
    -2.8	7.4	6.6	10.2	-6.4	-5.6	-1.5	-3.9	0.2	-7.4	19.6
- CCn1nc(C)cc1C(=O)N1CCCC(C(=O)c2cccc(OC)c2)C1 (stereo unspecified)
    -0.1	-10.4	0.9	-4.6	1.8	1.5	-1.5	-5.6	0.0	-7.0	10.8
- CC(C)c1ccc(S(=O)(=O)N2CCN(C(C)C(=O)Nc3ccccc3-c3ccccc3)CC2)cc1 (stereo unspecified)
    -1.1	-2.5	25.1	-2.7	-30.4	-3.2	-1.0	4.0	0.0	-1.1	6.7
- Cc1c(C(=O)N2CCCCC2)oc2ccccc12
    -1.5	-4.8	-108.8	-7.8	-36.3	-0.6	.	-1.6	0.2	-20.5	-152.0
- OC[C@@H]1CN(Cc2ccc(-c3ccccc3)cc2)C[C@H](n2cnc3c(NC4CCC4)ncnc32)O1
    -0.5	-5.0	7.7	-22.9	80.0*	29.0	.	2.9	7.6*	.	-4.7
- CCCCN(C(=O)c1cc2ccccc2o1)c1c(N)n(CC(C)C)c(=O)[nH]c1=O
    -1.3	-9.6	-1.3	22.2	20.1	-4.4	4.5	-2.2	-0.2	3.7	16.0
- CCOC(=O)CSc1nc2c(c(=O)[nH]c(=O)n2C)n1Cc1ccccc1
    0.5	-0.7	11.9	-0.6	-3.2	-6.8	2.5	-4.3	0.1	-5.6	8.2
- O=C(NN=C1CCCC1)c1ccccc1[N+](=O)[O-]
    0.4	-0.3	3.6	-2.5	-1.0	-2.3	2.3	0.8	0.0	19.1	13.3
- Cc1ccc(S(=O)(=O)N2CCCCC2)cc1NC(=O)CNc1ccccc1N1CCCC1=O
    0.3	-5.1	13.1	13.8	7.0	1.2	5.5	-6.3	0.0	-6.7	3.6
- CN(C)C(=O)CCc1ccc2c3c([nH]c2c1)[C@]1(CCc2ccccc2)[C@@H](C(=O)N2CCCCC2)C[C@H](CC(=O)NCc2cccc(C(F)(F)F)c2)C(=O)N1CC3
    0.3	-6.1	21.9	-12.5	-5.3	-0.8	.	5.2	0.8	32.8	3.4

Of the compounds above, two have a CF3 group.
Second line of a record – iPSC survival up	CaV13 ICDI inh	Peg3 prom inh	Vif imaging	NR2E3 ag-1	Exocytosis inh	NR2E3 ag-2	PDI inh	aDG glyco up	TRPM1 prom inh	HIF-2a block
- N#CC(c1ccc(Cl)cc1)c1ncc(C(F)(F)F)cc1Cl (stereo unspecified)
    0.4	-4.4	13.3	-19.1	11.7	-7.8	1.6	-0.7	0.2	-0.5	17.2
- CN(C)C(=O)CCc1ccc2c3c([nH]c2c1)[C@]1(CCc2ccccc2)[C@@H](C(=O)N2CCCCC2)C[C@H](CC(=O)NCc2cccc(C(F)(F)F)c2)C(=O)N1CC3
    0.3	-6.1	21.9	-12.5	-5.3	-0.8	.	5.2	0.8	32.8	3.4

The list continues:
Second line of a record – iPSC survival up	CaV13 ICDI inh	Peg3 prom inh	Vif imaging	NR2E3 ag-1	Exocytosis inh	NR2E3 ag-2	PDI inh	aDG glyco up	TRPM1 prom inh	HIF-2a block
- O=C(Cn1c(=O)sc2ccccc21)Nc1nc2c(s1)CCCC2
    2.3	-2.8	20.5	-8.1	11.7	1.6	2.7	-14.2	1.6	-0.1	-5.8
- O=C(NC(=O)N1CCN(c2ccc([N+](=O)[O-])cn2)CC1)c1ccccc1F
    -0.4	-2.3	-5.1	5.7	-14.2	-0.4	5.5	2.6	0.0	-18.1	8.7
- CCN(CC)S(=O)(=O)c1ccc(N2CCOCC2)c(NS(=O)(=O)c2ccc(C)c(C)c2)c1
    -2.0	-4.1	0.6	0.4	-13.4	0.1	0.6	-2.6	0.1	-2.5	9.8
- O=C(NCCCN1CCCC1=O)c1ccc([N+](=O)[O-])s1
    -0.3	-5.0	1.3	1.4	15.0	0.9	-2.1	-15.2	2.5	12.6	12.7
- COc1ccc(-c2ccc(CN3C(C(C)C)C(=O)N(Cc4cn(Cc5ccco5)nn4)CCS3(=O)=O)cc2)cn1 (stereo unspecified)
    -1.1	-2.6	2.7	-26.1	-24.3	-4.5	.	6.1	-0.1	.	-43.6
- COc1ccc2oc(=Nc3ccc(C(=O)O)cc3)c(C(=O)NCc3ccco3)cc2c1
    -0.8	0.7	5.2	-7.9	-8.5	-3.2	0.5	-2.9	-0.8	-18.7	8.3
- CCC(CC)NC(=O)Nc1cccc(C)c1C
    2.5	-15.7	2.4	-4.1	4.3	-7.6	6.5	9.4	0.0	-14.5	27.1
- COc1ccccc1N1CCN(C2CCCN(C(=O)CCc3cnn(C)c3)C2)CC1 (stereo unspecified)
    0.9	.	13.0	-4.0	-5.3	-12.6	0.3	-7.7	0.0	1.6	7.8
- Cc1noc(C)c1NC(=O)N(C)C[C@H]1Oc2c(NC(=O)Nc3ccc4c(c3)OCO4)cccc2C(=O)N([C@H](C)CO)C[C@@H]1C
    2.4	-5.8	-12.1	2.4	-1.6	-2.4	.	13.4	0.1	9.3	2.4

Screening data from PubChem BioAssay.
